MRP resist rev – reverses drug resistance mediated by MRP; H69AR cells + 2 uM doxorubicin, CellTiter-Glo, 72 h; differential viability (reversal), % at 10 µM; actives 0.04% (n = 85,000); AID 602;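 active means viability drop by adding the cancer drug above about 55%, with treated viability meeting a 40% cutoff, limit read from the data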;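 further: viability without doxorubicin minus viability with 2 µM doxorubicin for each compound; larger differential means the compound sensitizes cells more to doxorubicin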
Bcl-B TR3 displacers – displacers of TR3 peptide from Bcl-B, primary screen, selectivity assay for Bfl-1 inhibitor project, biochemical, fluorescence polarization | displacement, % at 20 µM, or IC50 in µM where a hit was titrated | FP displacement of FITC-TR3 peptide from Bcl-B; higher % means a stronger effect | actives 0.11% (n = 96,000);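 active means displacement above 50% at 20 µM plus a fluorescence interference ratio under 1.5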;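 further: plate controls were wells without compound for no effect and wells lacking Bcl-B protein for full effect; a part of the inactive calls stands beside numbers as strong as those of hits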
PLAP inhibition – PLAP enzyme inhibitors, biochemical, luminescence, HTS (AID 690); actives 0.08% (n = 96,000); purified PLAP, luminescent substrate; higher % means a stronger effect; one-dose inhibition, % at 20 µM; IC50 in µM for titrated hits; in the data active means a potency from the dose series; inactive means the rest, 99 in 100 with inhibition below about 30%; further: strong numbers were not always called active
IL1B NFkB pot – enhances IL-1B driven NFkB nuclear translocation; AID 819; activation, % at 2 µM; HUVEC IL-1B NFkB p65 nuclear translocation imaging; actives 0.3% (n = 94,000);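 active means activation above 40%, about the mean plus 3 SD, also judged a hit on visual image review; inconclusive means activation above 40% but not a hit on visual review; inactive means activation not above 40% and no visual hit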;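 further: percent activation is computed from the nuclear over cytoplasmic p65 intensity ratio; values of inactives mirror those of a sister screen read the other way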
NFkB transloc inh – blocks IL-1B driven NFkB nuclear translocation in HUVEC cells | HUVEC IL-1B NFkB p65 nuclear translocation imaging | inhibition, % at 2 µM | actives 0.43% (n = 94,000) | AID 796;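 active means inhibition above about 30% together with a positive call from visual inspection of the well image, limit read from the data; inconclusive means inhibition above a set limit but visual check negative; inactive means inhibition not above a set limit, visual check negative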;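 further: nuclear over cytoplasmic p65 intensity ratio measured by imaging; 0% = IL-1B stimulated DMSO wells and 100% = unstimulated DMSO wells; values of inactives mirror those of a sister screen read the other way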
MRP resist rev cytotoxicity – also measured in MRP resist rev; calls as there; viability, %; H69AR cells, CellTiter-Glo, 72 h; measured here: cytotoxicity without doxorubicin
MRP resist rev with doxorubicin – also measured in MRP resist rev; calls as there; viability, %; measured here: viability with 2 uM doxorubicin; active compounds read low
NFkB transloc inh cell count 2 µM – further read-out of NFkB transloc inh, marked with its call; cell count; measured here: cells passing quality filter;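 raw number of nuclei counted in each imaged well without normalization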
IL1B NFkB pot cell count 2 µM – recorded beside IL1B NFkB pot, whose call it bears; cell count; measured here: cells passing quality filter
* marks the source's active call; other numbers are inactive results; ? = inconclusive; · = no result given. Some of the compounds tested. The share of hits here may be higher or lower than overall.

smiles	MRP resist rev	MRP resist rev cytotoxicity	MRP resist rev with doxorubicin	Bcl-B TR3 displacers	PLAP inhibition	IL1B NFkB pot	IL1B NFkB pot cell count 2 µM	NFkB transloc inh	NFkB transloc inh cell count 2 µM
COc1ccc(C(=O)Oc2ccc3oc(=O)sc3c2)cc1	3	86	83	-8%	23%	-9	193	8	193
CCOC(=O)N1CCN(C(=O)C(CC(C)C)NC(=O)C2CCCCC2)CC1 (stereo unspecified)	9	100	92	-10%	-61%	·	·	·	·
COc1ccc2oc(=O)c(C(=O)N3CCN(c4ccccc4F)CC3)cc2c1	8	108	100	0%	6%	6	165	-6	165
Cc1cc(=O)oc2n[nH]c(-c3ccccc3)c12	8	86	77	6%	-39%	1	106	-1	106
CN(c1ccc(C(=O)N2CCN(Cc3ccc4c(c3)OCO4)CC2)cc1)S(=O)(=O)c1ccccc1	10	96	87	5%	-86%	-2	46	2	46
CCNc1nc(N)nc(Oc2ccc(OCc3ccccc3)nn2)n1	14	89	75	-12%	17%	3	183	-3	183
CCCCCc1nc(N)c(C#N)c(-c2ccco2)c1CCCC	-9	80	88	5%	12%	10	161	-10	161
COC(=O)Cn1cnc2sc(C)c(S(=O)(=O)N3CCN(c4ccccc4OC)CC3)c2c1=O	9	90	81	1%	-32%	11	123	-12	123
CCc1nnc(NC(=O)[C@@H](NC(=O)c2cccc(S(=O)(=O)N3CCOCC3)c2)C(C)C)s1	14	95	81	-13%	-13%	9	173	-9	173
CCOc1ccc(-c2nnn(CC(=O)N3CCCC3)n2)cc1OCC	1	83	82	·	·	9	110	-9	110
COC(=O)CN(c1ccc(C)c(Cl)c1)S(C)(=O)=O	-7	89	95	6%	-42%	3	175	-3	175
CC(C)(C)C1CCc2onc(C(=O)Nc3ccc(F)cc3F)c2C1 (stereo unspecified)	6	89	82	-5%	6%	·	·	·	·
CCCOc1ccc(C(CC(=O)O)NC(=O)C23CC4CC(CC(C4)C2)C3)cc1 (stereo unspecified)	10	99	89	7%	-57%	1	94	-1	94
Cc1ccc2c(c1)Sc1ccccc1CC2=O	·	·	·	-4%	-5%	1	135	-1	135
COc1cnc(-c2ccccn2)nc1Sc1ccccc1Cl	·	·	·	8%	-15%	·	·	·	·
COc1cccc(NC(=O)c2nn(C)cc2Br)c1	9	91	82	·	·	?	·	-41	132
Cc1ccc(CS(=O)(=O)CCC(=O)N2CCOCC2)cc1	4	95	92	-9%	7%	1	169	-1	169
COc1ccccc1/C=C/C=N/N1CCN(Cc2cccc3ccccc23)CC1	·	·	·	-5%	-10%	-3	170	3	170
COC(=O)c1[nH]c2ccc(C)cc2c1NC(=O)CN1CCN(c2ccc(F)cc2)CC1	-1	72	73	2%	4%	-8	164	8	164
CC(CCc1ccccc1)NC(=O)CSc1nccc(=O)[nH]1 (stereo unspecified)	-4	91	95	6%	4%	·	·	·	·
COc1cccc(C2C(C(N)=O)=C(C)Nc3nc(-c4ccccc4Cl)nn32)c1 (stereo unspecified)	27	94	67	1%	-7%	·	·	·	·
CCOC(=O)c1sc(NC(C)=O)nc1-c1ccccc1	19	96	77	4%	-2%	12	149	-12	149
CCn1nnnc1SCC(=O)Nc1cccc(NC(C)=O)c1	-11	100	111	17%	1%	-4	115	4	115
COc1ccc(NC(=O)C(CC(=O)O)Cc2ccccc2)cc1 (stereo unspecified)	13	101	88	-5%	-27%	·	·	·	·
Cc1cnn(-c2ccc3nnc(-c4ccc(Br)cc4)n3n2)c1	-3	88	91	-19%	12%	·	·	·	·

Full records, looked up by structure. Values in the order: MRP resist rev, MRP resist rev cytotoxicity, MRP resist rev with doxorubicin, Bcl-B TR3 displacers, PLAP inhibition, IL1B NFkB pot, IL1B NFkB pot cell count 2 µM, NFkB transloc inh, NFkB transloc inh cell count 2 µM
COc1ccc(NC(=O)C(CC(=O)O)Cc2ccccc2)cc1 (stereo unspecified) in the list: 13, 101, 88, -5%, -27%, ·, ·, ·, ·
CCNc1nc(N)nc(Oc2ccc(OCc3ccccc3)nn2)n1 in the list: 14, 89, 75, -12%, 17%, 3, 183, -3, 183
Cc1cnn(-c2ccc3nnc(-c4ccc(Br)cc4)n3n2)c1 in the list: -3, 88, 91, -19%, 12%, ·, ·, ·, ·
COc1ccc2oc(=O)c(C(=O)N3CCN(c4ccccc4F)CC3)cc2c1 in the list: 8, 108, 100, 0%, 6%, 6, 165, -6, 165
COc1ccccc1/C=C/C=N/N1CCN(Cc2cccc3ccccc23)CC1 in the list: ·, ·, ·, -5%, -10%, -3, 170, 3, 170

New compounds follow
smiles	MRP resist rev	MRP resist rev cytotoxicity	MRP resist rev with doxorubicin	Bcl-B TR3 displacers	PLAP inhibition	IL1B NFkB pot	IL1B NFkB pot cell count 2 µM	NFkB transloc inh	NFkB transloc inh cell count 2 µM
CC1=CCC2C(=O)N(c3cc(C)on3)C(=O)C2C1 (stereo unspecified)	-11	78	89	·	·	0	160	0	160
CCCCCCC(c1c(C)n(C)n(-c2ccccc2)c1=O)c1c(C)n(C)n(-c2ccccc2)c1=O	-1	69	70	·	·	1	151	-1	151
COC(=O)CSc1nnc(CNC(=O)c2ccccc2OC)n1-c1ccc(OC)cc1	15	92	77	2%	-22%	-8	192	8	192
O=S(=O)(/N=C(/Nc1ccccn1)c1ccccc1)c1ccc(Cl)cc1	·	·	·	-5%	-7%	21	135	-21	135
CCOC(=O)Nc1ccc2c(c1)N(C(=O)N1CCN(C)CC1)c1ccccc1S2	-2	103	105	-3%	-22%	8	125	-8	125
CCN(CCCNC(=O)C1CCCN(S(=O)(=O)c2cnc[nH]2)C1)c1ccccc1 (stereo unspecified)	6	91	85	-1%	-37%	1	64	-1	64
Cc1cc(-n2c(C)cc(C(=O)CSc3ncnc4ccccc34)c2C)no1	-5	69	74	-43%	2%	-7	150	7	150
Cc1ccc(S(=O)(=O)Cn2nnnc2CN2CCN(C(=O)c3ccco3)CC2)cc1	-4	97	100	6%	4%	5	141	-5	141
Cc1cccc(-c2c3c(=O)n(C)c(=O)n(C)c3cn2CCO)c1	6	95	88	-4%	-14%	24	114	-24	114
COC(=O)c1ccc2c(=O)n(CCCCCC(=O)NCc3ccccn3)c(=O)[nH]c2c1	11	105	94	-6%	-22%	1	178	-1	178
CCOC(=O)/C(C#N)=C/c1ccc(OCC(=O)Nc2ccccc2)c(OC)c1	·	·	·	6%	0%	·	·	·	·
O=C(NCCN1CCOCC1)C1CCC(=O)N1Cc1ccccc1Cl (stereo unspecified)	6	101	95	-7%	16%	11	146	-11	146
N/C(=N\OC(=O)c1ccc(Br)cc1)c1ccccc1	·	·	·	-12%	12%	-3	168	3	168
CC1CN(S(=O)(=O)c2ccccc2)CC(C)O1 (stereo unspecified)	8	99	92	-8%	1%	1	137	-1	137
CCCc1noc2c1/C(=N\O)CC(CC(C)SCC)C2 (stereo unspecified)	·	·	·	-6%	-17%	·	·	·	·
CCCCN(CC)c1nc(N)c2c(N)nc(OCC)cc2c1C#N	10	34	23	-4%	19%	-2	168	2	168
c1cc2cn[nH]c2cc1NC1CCCCCC1	3	76	73	-3%	-23%	9	63	-9	63
c1ccc(Cc2nnc(N3CCOCC3)c3ccccc23)cc1	18	93	75	-1%	7%	-6	153	6	153
N#Cc1c(Cl)cccc1-n1ccnc1	·	·	·	-3%	3%	5	153	-5	153
Cc1ccc(C(=O)N/C(N)=N/c2nc3ccccc3o2)cc1	-24	47	71	6%	-8%	18	204	-18	204
CCOC(=O)C1CCCN(c2c(N3CCN(C)CC3)c(=O)c2=O)C1 (stereo unspecified)	9	94	85	1%	2%	15	194	-15	194
Cc1ccc(NC(=O)/C(=C\C=C\c2ccccc2)NC(=O)c2ccccc2)cc1	·	·	·	-2%	4%	-2	187	2	187
Nc1nc2ccccc2n1C(=O)CCc1ccccc1	-26	26	53	-6%	23%	-1	108	1	108
Cc1c(C(=O)N2CCOCC2)oc2ccc(S(=O)(=O)N3CCCCCC3)cc12	-11	84	95	-3%	-46%	·	·	·	·
COc1cccc(C(=O)N2CCSC2=S)c1	6	87	80	1%	-12%	17	192	-17	192

Next section (three carried over from the part before).
smiles	MRP resist rev	MRP resist rev cytotoxicity	MRP resist rev with doxorubicin	Bcl-B TR3 displacers	PLAP inhibition	IL1B NFkB pot	IL1B NFkB pot cell count 2 µM	NFkB transloc inh	NFkB transloc inh cell count 2 µM
Nc1nc2ccccc2n1C(=O)CCc1ccccc1	-26	26	53	-6%	23%	-1	108	1	108
Cc1c(C(=O)N2CCOCC2)oc2ccc(S(=O)(=O)N3CCCCCC3)cc12	-11	84	95	-3%	-46%	·	·	·	·
COc1cccc(C(=O)N2CCSC2=S)c1	6	87	80	1%	-12%	17	192	-17	192
Cc1ccccc1-c1nnc(SCC(=O)Nc2ccc(Cl)cc2)n1N	-27	100	127	-20%	20%	-17	89	17	89
Nc1cc(Cl)nc(N/N=C/c2ccccc2[N+](=O)[O-])n1	·	·	·	-3%	10%	10	152	-10	152
CCOC(=O)c1sc(NC(=O)CSc2n[nH]c(-c3ccncc3)n2)c(C#N)c1C	-26	19	45	6%	-15%	23	48	-23	48
COc1ccc(-c2noc(CCC(=O)NCc3cccnc3)n2)cc1	7	96	90	17%	-25%	·	·	·	·
COc1ccc2c(c1OC)C(=O)OC2CC(=O)O (stereo unspecified)	6	97	90	-2%	1%	7	132	-7	132
